Mcl1-Noxa inh: disrupts binding of human Mcl-1 to Noxa peptide; hit rate 1.5% among 220,000; TR-FRET Mcl-1/Noxa peptide binding, 2 h; inhibition, % at 21.7 µM; Q07820;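 active = compounds that cut the protein-peptide binding signal by more than 50% relative to plate controls in a single-dose test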;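 also: His-tagged Mcl-1 with rhodamine Noxa BH3 peptide and terbium anti-His antibody; 0% = Mcl-1 plus Noxa peptide wells and 100% = peptide-only wells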
Target sequence (Q07820 whole entry, looked up): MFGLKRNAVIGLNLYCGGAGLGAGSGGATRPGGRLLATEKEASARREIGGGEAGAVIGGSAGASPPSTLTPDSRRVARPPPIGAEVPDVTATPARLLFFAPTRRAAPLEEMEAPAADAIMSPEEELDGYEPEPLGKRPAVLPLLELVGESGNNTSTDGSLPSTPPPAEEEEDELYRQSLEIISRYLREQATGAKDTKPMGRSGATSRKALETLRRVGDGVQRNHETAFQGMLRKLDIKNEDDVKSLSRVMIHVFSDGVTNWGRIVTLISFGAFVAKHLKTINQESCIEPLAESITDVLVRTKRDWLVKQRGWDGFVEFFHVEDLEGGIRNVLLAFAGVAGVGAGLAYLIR
Mcl1 Bid PPI: Mcl-1/Bid interaction inhibition. Q07820. TR-FRET Mcl-1/Bid-Dy647 peptide binding, 1536-well. inhibition, % at 21.7 µM. hit rate 0.97% among 220,000;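 active = compounds that cut the binding signal by more than half at the single screening dose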;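 also: His-tagged Mcl-1 with europium anti-His antibody binding Bid BH3 peptide; 0% = Mcl-1 plus peptide wells and 100% = peptide-only wells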
Avidin bead fluor: compound fluoresces at 488/530 nm on avidin beads. compound fluorescence 488/530 nm, flow cytometry; active compounds read high. fluorescence (KMESF) at 10 µM. hit rate 0.38% among 220,000. AID 1775; in the data active = fluorescence above about 47; also: inactives centre near 10
GSH fluor: GSH bead compound fluorescence profile; hit rate 0.25% among 190,000; GSH beads flow cytometry, compound fluorescence 488/530 nm; active compounds read high; fluorescence (KMESF) at 10 µM; in the data active = fluorescence above about 89;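 also: glutathione beads carrying GST-tagged Bcl family fusion proteins plus one bare bead set; values are compound well signal with DMSO vehicle wells as background; inactives centre near 16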
Pf gametocyte: kills late stage P. falciparum gametocytes. hit rate 0.065% among 150,000. inhibition, % at 10.9 µM. P. falciparum stage V gametocytes, ATP luminescence, 24 h;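 active = inhibition above the mean plus 3 SD of compounds within the control limits, set per campaign, cut at about 38% in these data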;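 also: 0% = DMSO wells and 100% = medium only without gametocytes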
Numbers without * were called inactive; . = not tested or not shown; & = joins results of further samples. A portion of the library; count on the stated rates, not on these rows.

entry	Compound	Mcl1-Noxa inh	Mcl1 Bid PPI	Avidin bead fluor	GSH fluor	Pf gametocyte
1	CC1COc2c(N3CCN(C)CC3)c(F)cc3c(=O)c(C(=O)O)cn1c23 (stereo not drawn)	-11	-2	.	.	.
2	C=C[C@@H]1CN2CCC1C[C@@H]2[C@@H](O)c1ccnc2ccc(OC)cc12 (stereo partly drawn)	15	-34	11	.	.
3	COc1cc2c(c(OC)c1OC)-c1c(cc3c(c1OC)OCO3)[C@@H](OC(C)=O)[C@H](C)[C@H](C)C2	-1	-31	10	.	.
4	O=C(c1ccc(F)cc1)C1CCN(CCn2c(=O)[nH]c3ccccc3c2=O)CC1	-19	-48	7	.	.
5	COc1cc2c(cc1OC)C(=O)C(CC1CCN(Cc3ccccc3)CC1)C2 (stereo not drawn)	15	12	8	67	.
6	CCC(C)n1ncn(-c2ccc(N3CCN(c4ccc(OCC5COC(Cn6cncn6)(c6ccc(Cl)cc6Cl)O5)cc4)CC3)cc2)c1=O (stereo not drawn)	-4&13	14&-18	7	68	.
7	COc1ccccc1N1CCN(CCCNc2cc(=O)n(C)c(=O)n2C)CC1	1	-1	6	65	.
8	Cc1cc(Nc2cc(N3CCN(C)CC3)nc(Sc3ccc(NC(=O)C4CC4)cc3)n2)n[nH]1	.	.	.	.	16
9	CCCn1cnc2c1c(=O)n(CCCCC(C)=O)c(=O)n2C	.	.	.	.	6
10	Cc1c(NC(=O)c2cccnc2)c(=O)n(-c2ccccc2)n1C	-8	0	8	.	-13
11	NC(=O)c1cccc(-c2cc(Nc3ccc(OC(F)(F)F)cc3)ncn2)c1	17	21	10	.	-16
12	Cc1ccc(CN2CCN(Cc3cccc4nccnc34)CC2CCO)cc1 (stereo not drawn)	12	1	7	.	-10

Laid out differently: results already given.
#9 CCCn1cnc2c1c(=O)n(CCCCC(C)=O)c(=O)n2C
  Mcl1-Noxa inh: .	Mcl1 Bid PPI: .	Avidin bead fluor: .	GSH fluor: .	Pf gametocyte: 6
#10 Cc1c(NC(=O)c2cccnc2)c(=O)n(-c2ccccc2)n1C
  Mcl1-Noxa inh: -8	Mcl1 Bid PPI: 0	Avidin bead fluor: 8	GSH fluor: .	Pf gametocyte: -13

Random excerpt: three records from the list
entry	Compound	Mcl1-Noxa inh	Mcl1 Bid PPI	Avidin bead fluor	GSH fluor	Pf gametocyte
6	CCC(C)n1ncn(-c2ccc(N3CCN(c4ccc(OCC5COC(Cn6cncn6)(c6ccc(Cl)cc6Cl)O5)cc4)CC3)cc2)c1=O (stereo not drawn)	-4&13	14&-18	7	68	.
5	COc1cc2c(cc1OC)C(=O)C(CC1CCN(Cc3ccccc3)CC1)C2 (stereo not drawn)	15	12	8	67	.
2	C=C[C@@H]1CN2CCC1C[C@@H]2[C@@H](O)c1ccnc2ccc(OC)cc12 (stereo partly drawn)	15	-34	11	.	.

3 of the entries above in order of the GSH fluor value, highest first.
No.	Molecule	GSH fluor
6	CCC(C)n1ncn(-c2ccc(N3CCN(c4ccc(OCC5COC(Cn6cncn6)(c6ccc(Cl)cc6Cl)O5)cc4)CC3)cc2)c1=O (stereo not drawn)	68
5	COc1cc2c(cc1OC)C(=O)C(CC1CCN(Cc3ccccc3)CC1)C2 (stereo not drawn)	67
7	COc1ccccc1N1CCN(CCCNc2cc(=O)n(C)c(=O)n2C)CC1	65
